Mm-Cpn inhibitor = Inhibitors of TCP-1 ring complex (TRiC) of Methanococcus maripaludis (MmCpn): qHTS; Chaperonin Mm-Cpn (Methanococcus maripaludis); purified Mm-Cpn ATPase, ADP Transcreener TR-FRET; Potency, µM (top dose mostly 76.9 µM), inactives show at the highest dose activity, negative = inhibition, hits mostly inhibitors; 330,000 compounds, 0.031% hits; AID 504842, 2011; also: potency is read from the fitted curve at half-maximal effect; % is scaled to controls: 0 for no effect and ±100 for the full control effect; nearly all actives have a fitted effect of over 80% in size
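Purified archaeal chaperonin (25 nM final) was preincubated with compound for 10 min at 37°C, then ATP (10 uM final) was added for 30 min at 37°C in Tris pH 7.4/KCl/MgCl2/DTT buffer. ADP was quantified by HTRF Transcreener TR-FRET.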
aSyn rescue = qHTS of alpha-syn Inhibitors; Yeast expressing alpha-synuclein, growth rescue, BacTiter-Glo, 24 h; Potency, µM (doses to about 46.1 µM), for the others: at the highest dose growth rescue (activation), actives largely listed as activators; 370,000 compounds, 0.14% hits; AID 652106, 2013; also: potency is read from the fitted curve at half-maximal effect; % of control where 0% means no effect; nearly all actives have a fitted effect of over 65% in size
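Readout is rescue of growth in alpha-synuclein-expressing yeast, so inhibitors of toxicity appear as activators. Growth after 24 hr at 30 deg C in galactose medium is quantified by luminescence.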
HEK293 tox = qHTS of GLP-1 Receptor Inverse Agonists: Cytotox Screen | HEK293 cAMP-luciferase reporter cells, luminescence, 24 h | Potency, µM (highest dose often 38.3 µM), for the others: at the highest dose activity change, negative = inhibition, usual class: inhibitors | 410,000 compounds, 0.13% hits;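 also: loss of luciferase light is scored as toxicity; potency is read from the fitted curve at half-maximal effect; % is scaled to controls: 0 for no effect and ±100 for the full control effect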
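Compound-treated cells are incubated 24 hr at 37 deg C under 5% CO2 after a 12 hour attachment period, then luciferase detection reagent is added and luminescence is measured following 12 min at room temperature; lowered signal indicates toxicity.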
GLP-1R inv ag = qHTS of GLP-1 Receptor Inverse Agonists (Inhibition Mode); HEK293 GLP-1R CRE-luciferase, luminescence, 24 h; GLP-1R form is constitutively active; Potency, µM (top dose mostly 38.3 µM), without a hit: top-dose activity change, negative = inhibition, usual class: inhibitors; 410,000 compounds, 1.6% hits; AID 624417, 2012; also: potency is read from the fitted curve at half-maximal effect; % is scaled to controls: 0 for no effect and ±100 for the full control effect; nearly all actives have a fitted effect of over 55% in size
Target sequence (P43220 whole entry, looked up): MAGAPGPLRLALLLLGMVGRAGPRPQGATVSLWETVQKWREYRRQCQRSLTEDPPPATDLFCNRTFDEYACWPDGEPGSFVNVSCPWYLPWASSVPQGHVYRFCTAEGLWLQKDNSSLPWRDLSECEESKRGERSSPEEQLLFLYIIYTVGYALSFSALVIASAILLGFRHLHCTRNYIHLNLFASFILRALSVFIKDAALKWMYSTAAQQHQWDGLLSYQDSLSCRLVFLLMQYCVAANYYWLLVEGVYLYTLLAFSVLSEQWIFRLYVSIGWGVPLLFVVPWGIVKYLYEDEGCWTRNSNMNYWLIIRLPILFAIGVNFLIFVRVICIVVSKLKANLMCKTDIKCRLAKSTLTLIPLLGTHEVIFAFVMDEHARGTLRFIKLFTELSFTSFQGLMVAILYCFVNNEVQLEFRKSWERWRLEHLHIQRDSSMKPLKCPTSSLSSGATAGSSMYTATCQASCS
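Assay principle: reduced luminescence from a cAMP-responsive reporter in HEK293 cells co-expressing a constitutively active GLP-1R. Conditions: 24 hr compound incubation, 37 deg C, 5% CO2.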
Abeta rescue = qHTS for compounds that reverse cellular toxicity of Amyloid beta (A-beta) peptide in yeast: Primary Screen; yeast expressing A-beta42, growth rescue, OD600, 48 h; response scale: 0% DMSO, 100% iron-clioquinol control; Potency, µM (highest dose often 46.1 µM), inactives show at the highest dose growth rescue, usual class: activators; 410,000 compounds, 0.063% hits; AID 1347071, 2019; also: potency is read from the fitted curve at half-maximal effect; nearly all actives have a fitted effect of over 55% in size
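Growth rescue measured by 600 nm absorbance after 48 h yeast culture at 30 C with compound. Values normalized between DMSO and an equimolar ferric chloride plus clioquinol control.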
pAkt inh = HTS Assay for Inhibitors of Akt Phophorylation: Primary Screen; Neuro2A IGF-stimulated pAkt S473 HTRF, 20 min; active compounds read low; activity change, % for hits at 50 µM; 360,000 compounds, 0.32% hits; AID 651550, 2012; in the data active = activity change below about -80%; inconclusive = mostly about -51% to -80%; also: % is scaled to controls: 0 for no effect and ±100 for the full control effect
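Neuro2A cells (4,500/well, DMEM with 0.5% FBS) were treated with compound at a single 50 µM final concentration, stimulated with 6 nM IGF for 20 min at 37 °C, and lysed. Phospho-Akt Ser473 was read by HTRF as 665/615 ratio ×10^4.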
TDP43 rescue = qHTS of TDP-43 Inhibitors | TDP-43 expressing yeast growth rescue, BacTiter-Glo, 24 h | Potency, µM (highest dose often 46.1 µM), for the others: at the highest dose growth rescue (activation), most hits filed as activators | AID 652104, 2013 | 410,000 compounds, 1.8% hits; also: potency is read from the fitted curve at half-maximal effect; % of control where 0% means no effect; nearly all actives have a fitted effect of over 50% in size
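Cell-based yeast growth screen: TDP-43 expression induced in galactose, inoculum OD600=0.02 after raffinose pregrowth to mid-log. Read-out BacTiter-Glo luminescence at 24 hr, 30 deg C; inhibition of toxicity seen as signal increase.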
FUS suppressor = qHTS for Suppressors of FUS Proteinopathy: Primary screen using FUS-linked yeast assay; S. cerevisiae FUS-expressing, growth rescue, OD600, 24 h; Potency, µM (highest dose often 76.6 µM), without a hit: at the top dose growth rescue (activation), usual class: activators; 390,000 compounds, 0.24% hits;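 also: potency is read from the fitted curve at half-maximal effect; plate controls were DMSO vehicle for no effect and reference control for full effect; nearly all actives have a fitted effect of over 55% in size; some results filed as inactive show a strong effect at the top dose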
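Compound concentration series was pinned onto galactose-induced FUS-expressing yeast seeded at OD 0.005. Plates sat 24hr at 30C; absorbance at 600 nm gave growth. DMSO served as background control.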
PTHR1 ag = qHTS for PTHR1 Agonists: Primary Screen | Potency, µM (titrated, usually from 115 µM), for inactives: at the top dose activation, actives largely listed as activators | HEK293 GP2 PTHR1 cells, GloSensor cAMP luminescence, 1 h | AID 743266, 2014 | 410,000 compounds, 0.075% hits | Parathyroid hormone/parathyroid hormone-related peptide receptor (Homo sapiens), Q03431; also: potency is read from the fitted curve at half-maximal effect; nearly all actives have a fitted effect of over 55% in size; some results filed as inactive show a strong effect at the top dose; inactives centre near -15; many of its hits are not listed in these tables
Target sequence (Q03431 whole entry, looked up): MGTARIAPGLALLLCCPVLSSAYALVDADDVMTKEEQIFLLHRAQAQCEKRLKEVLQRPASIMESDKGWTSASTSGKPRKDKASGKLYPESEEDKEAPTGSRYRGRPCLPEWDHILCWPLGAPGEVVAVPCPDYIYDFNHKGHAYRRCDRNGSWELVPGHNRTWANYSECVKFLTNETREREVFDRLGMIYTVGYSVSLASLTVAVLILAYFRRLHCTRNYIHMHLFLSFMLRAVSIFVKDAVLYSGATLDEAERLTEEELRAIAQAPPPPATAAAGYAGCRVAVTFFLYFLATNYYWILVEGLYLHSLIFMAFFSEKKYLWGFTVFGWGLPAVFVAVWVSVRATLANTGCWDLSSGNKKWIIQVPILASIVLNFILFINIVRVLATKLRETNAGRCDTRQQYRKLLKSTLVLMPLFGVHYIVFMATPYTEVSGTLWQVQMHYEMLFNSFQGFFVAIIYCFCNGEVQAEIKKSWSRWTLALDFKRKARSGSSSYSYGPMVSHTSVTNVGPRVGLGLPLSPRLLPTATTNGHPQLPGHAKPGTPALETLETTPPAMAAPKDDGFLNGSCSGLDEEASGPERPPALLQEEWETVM
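HEK-293-derived GP2 cells expressing PTHR1 and a GloSensor cAMP reporter, 3,000/well, plated overnight, given luciferin plus IBMX (each 0.5 mM as added) for 1 h at 37 °C, then compound for 1 h at 37 °C. Luminescence was read after 15 min at room temperature.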
Numbers without * were called inactive; i = inactive; ? = inconclusive; . = not tested or not shown; & = joins results of further samples; [ ] = another dose, or the depositor's remark. Unless noted, calls follow the shape of the dose curve; as a rule, active = well fitted curve in the direction sought with a large enough effect; inconclusive = small, poorly fitted or top-dose-only effect, or another doubt; inactive = no such curve, though single readings can be large; an effect the other way counts as inactive or inconclusive.

Molecule,Mm-Cpn inhibitor,aSyn rescue,HEK293 tox,GLP-1R inv ag,Abeta rescue,pAkt inh,TDP43 rescue,FUS suppressor,PTHR1 ag
COc1ccccc1NC(=O)C(=O)NCCc1csc(-c2cccc(F)c2)n1,.,.,26%,2%,-10%,.,10%,-20%,i
O=C(N/N=C/c1ccccc1Cl)c1n[nH]c2c1CCCC2,0%,-3%,1%,?,2%,i,8%,8%,-28%
COc1cc(OC)cc(C(=O)N[C@H](C(=O)Nc2cccc(S(=O)(=O)N3CCCC3)c2)C(C)C)c1,0%,6%,-9%,-20%,2%,i,2%,19%,i
COc1ccc(N=Nc2ccc3ccccc3c2)c(O)c1,1%,-9%,-1%,-14%,-6%,i,-13%,-10%,-50%[inhibitor]
O=C(NCCN1C(=O)S/C(=C\c2ccccc2)C1=O)c1cc(S(=O)(=O)N2CCOCC2)c(Cl)cc1Cl,0%,-8%,12%,0%,5%,i,-3%,12%,-22%
COc1ccccc1C(=O)Nc1nnc(SCc2cc(=O)n3ccc(C)cc3n2)s1,.,.,-2%,5%,8%,.,0%,-15%,-22%
Nc1nc(=S)c2ncn([C@@H]3O[C@H](CO)[C@@H](O)[C@H]3O)c2[nH]1,2%,0%,-3%,2%,-18%,i,16%,-41%,-2%
Cc1ccc(NC(=O)C2CSC3(C)CCC(=O)N23)cc1S(=O)(=O)N1CCCCCC1 (configuration not stated),1%,2%[1.84 µM],3%,-72%,2%,i,-10%,31%,-94%
O=C1OC(N2CCN(C/C=C/c3ccccc3)CC2)c2ccccc21 (configuration not stated),0%,21%,-27%,-32%,-17%,i,-20%,15%,-24%
Cn1cnnc1SC1c2cccc3cccc(c23)C1NS(=O)(=O)c1ccc(Cl)cc1 (configuration not stated),0%,-9%,-13%,?,13%,i,12%,.,-33%[inhibitor]
CC(=O)Nc1ccc(NC(=O)C(C)OC(=O)c2cccc(S(=O)(=O)N3CCCC3)c2)cc1 (configuration not stated),-1%,0%,7%,18%,-21%,i,-4%,4%,i
CC(=O)c1ccc(-c2cccc(-c3cc(=O)oc4ccc(C(C)(C)C)cc34)c2)cc1,0%,0%,3%,5%,2%,i,6%,15%,-7%
COc1cc2c(cc1OC)CN(c1nc(CN3CCOCC3)nc3sc4c(c13)CCC(C)C4)CC2 (configuration not stated),-1%,1%,?,?,16%,i,10%,?,-29%
CC(C)C[C@H](NS(=O)(=O)c1ccc(Br)cc1)C(=O)O,2%,4%,-8%,3%,3%,i,-3%,6%,i
O=C(N/N=C/c1cccc([N+](=O)[O-])c1)c1cc(-c2ccc3c4c(cccc24)CC3)n[nH]1,2%,1%,3%,4%,-15%,i,-1%,-7%,i
CC(=O)N(C)c1ccc(N=Cc2c(O)ccc3ccccc23)cc1,-3%,1%,-23%,3%,6%,i,-29%,-19%,i
CC(C)c1nnc(NC(=O)C2CCCN(C(=O)Nc3ccc(F)cc3)C2)s1 (configuration not stated),1%,8%,2%,10%,10%,i,1%,13%,-19%
COc1ccc(/C=C/c2nc3ccccc3n2C)cc1,1%,11%,?,?,-58%[inhibitor],i,-24%[9.22 µM],10%,-32%
Cc1ccc(NC(=O)COC(=O)CSC(=S)N2CCOCC2)cc1C,-3%,-1%,0%,1%,-14%,i,16%,18%,-12%
O=C(CCCN1C(=O)c2ccccc2C1=O)Nc1ccccn1,3%,-3%,-10%,-2%,11%,i,0%,-6%,-1%

7 consecutive compounds out of the list so far, for reference:
Molecule,Mm-Cpn inhibitor,aSyn rescue,HEK293 tox,GLP-1R inv ag,Abeta rescue,pAkt inh,TDP43 rescue,FUS suppressor,PTHR1 ag
CC(C)C[C@H](NS(=O)(=O)c1ccc(Br)cc1)C(=O)O,2%,4%,-8%,3%,3%,i,-3%,6%,i
O=C(N/N=C/c1cccc([N+](=O)[O-])c1)c1cc(-c2ccc3c4c(cccc24)CC3)n[nH]1,2%,1%,3%,4%,-15%,i,-1%,-7%,i
CC(=O)N(C)c1ccc(N=Cc2c(O)ccc3ccccc23)cc1,-3%,1%,-23%,3%,6%,i,-29%,-19%,i
CC(C)c1nnc(NC(=O)C2CCCN(C(=O)Nc3ccc(F)cc3)C2)s1 (configuration not stated),1%,8%,2%,10%,10%,i,1%,13%,-19%
COc1ccc(/C=C/c2nc3ccccc3n2C)cc1,1%,11%,?,?,-58%[inhibitor],i,-24%[9.22 µM],10%,-32%
Cc1ccc(NC(=O)COC(=O)CSC(=S)N2CCOCC2)cc1C,-3%,-1%,0%,1%,-14%,i,16%,18%,-12%
O=C(CCCN1C(=O)c2ccccc2C1=O)Nc1ccccn1,3%,-3%,-10%,-2%,11%,i,0%,-6%,-1%

(more compounds)
Molecule,Mm-Cpn inhibitor,aSyn rescue,HEK293 tox,GLP-1R inv ag,Abeta rescue,pAkt inh,TDP43 rescue,FUS suppressor,PTHR1 ag
Cc1sc(NC(=O)c2sc3nc4c(C)cccc4cc3c2N)c(C#N)c1C,-3%,10%,-9%,0%,8%,i,0%,.,-2%
COC(=O)N/N=C\c1ccc(OC(=O)c2ccco2)cc1,1%,2%,-22%,-10%,-27%,i,-22%,1%,i
CCOCC(=O)Nc1ccc(S(=O)(=O)N2CCOCC2)cc1,-3%,-5%,-1%,4%,10%,i,-3%,-7%,i
O=C(CN1CCCCC1)Nc1nc(-c2ccc(Cl)cc2)cs1,-2%,-1%,-20%,-6%,-12%,i,-12%,0%,-31%[inhibitor]
O=C(NCCc1csc(-c2ccc(F)cc2)n1)c1cccc(F)c1,.,.,-6%,?,-26%,.,16µM*,21%,i
COc1cc(CCCN2C(=O)C(=O)NC[C@H]2Cc2cccc3ccccc23)cc(OC)c1OC,.,-1%,2%,0%,-4%,i,0%,-11%,-24%
O=C(c1ccccc1)c1ccc2nc(N3CCCCC3)c3nncn3c2c1,1%,-2%,1%,5%,-12%,i,20µM*,21%,-12%
CCOc1ccc(N=Nc2c(C)noc2C)cc1,3%,-2%,-12%,21%,0%,i,0%,-23%,-37%[inhibitor]
CCOc1ccc(NC(=O)COc2nsnc2N2CCCCC2)cc1,0%,-2%,-2%,0%,1%,i,-13%,32%,-12%
CCN(Cc1ccccc1OC)CC1CCCN(CCc2cccc(OC)c2)C1 (configuration not stated),-1%,6%,-9%,?,5%,i,9%,-3%,i
Cc1ccc(NC(=O)COc2ccccc2C(N)=O)cc1S(=O)(=O)N1CCCCCC1,1%,8%,-21%,6%,13%,i,6%,15%,-30%[inhibitor]
CCCN1CCN(C(=O)c2ccccc2-c2nc3ccccc3s2)CC1,0%,-2%,5%,-14%,-7%,i,-9%,23%,-20%
COc1cc(-c2nn3c(-c4cccnc4)nnc3s2)cc(OC)c1OC,1%,1%,7%,7%,3%,i,-26%,11%,i
CC1=C(C(=O)OCC2CCCO2)C(c2coc3ccc(C)cc3c2=O)C2=C(CCCC2=O)N1 (configuration not stated),-3%,-2%,-4%,13%,-13%,i,-19%,-7%,4%
Cc1cccc(N2CCN(S(=O)(=O)c3ccc4c(c3)CCC(=O)N4)CC2C)c1 (configuration not stated),0%,-13%,1%,7%,13%,i,-10%,20%,i
Cc1ccc2nc(C)c3c(c2c1)OC(C(C)(Cl)Br)C3 (configuration not stated),1%,-4%,3%,?,-17%,i,-10%,13%,-21%
C/[N+]([O-])=C\C1C(=O)CCCC1=O,1%,-7%,-17%,3%,2%,i,-15%,-10%,i
Cc1ccc(C(=O)CSc2nnc(-c3ccco3)n2C)cc1,?,8%,-9%,-19%,-8%,i,?,18%,-11%
O=C(COC(=O)c1ccc(Cl)c(S(=O)(=O)N2CCCC2)c1)NC1CCCC1,0%,2%,8%,-5%,-5%,i,1%,14%,-51%[inhibitor][57.5 µM]
Cn1c(=O)c2c(ncn2CC(=O)NC2CCCCC2)n(C)c1=O,-1%,2%,2%,7%,-4%,i,-23%,-77%[inhibitor],?
COc1ccc(NC(=O)C2CCC(CNc3c(N4CCCCC4)c(=O)c3=O)CC2)cc1OC (configuration not stated),1%,6%&-2%,3%&4%,8%&7%,-5%&6%,i,-13%&20%,9%&16%,-14%
C=C1C[C@H](O)[C@@H]2[C@H](OC(=O)[C@H]2C)[C@H]2[C@H](C)[C@@H](O)C[C@@H]12,-1%,-3%,-28%,6%,3%,i,15%,-24%,-14%
Cc1cc(/C=N/NC(=O)c2ccccc2F)c(C)n1-c1ccccc1,-1%,11%,-27%,?,15%,i,26%,2%,-54%[inhibitor]

Source: PubChem BioAssay

These rows are one share of the data; the hit share may differ from the screen's.
